Source: PubChem BioAssay (several laboratories)
HSP90 refold inh: HSP90 inhibitors, primary screen, cell lysate, luminescence. Heat shock protein HSP 90 (rabbit reticulocyte lysate; luciferase refolding). Rabbit reticulocyte lysate, luciferase refolding luminescence, 3 h. inhibition, % at 5.6 µM. 290,000 compounds, 0.91% hits. AID 1789, 2009;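 active = inhibition above the screen-wide mean plus 3 SD, computed separately per campaign, cut at about 16% in these data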;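 also: 0% = DMSO wells and 100% = 60 µM geldanamycin wells; inhibitors lower the luminescence because luciferase stays unfolded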
HSF1 activator: HSF-1 activators, primary screen, NIH3T3-HGL cells, MG132 stress, luminescence, single point; NIH3T3-HGL HSF-1 luciferase reporter, 8 h; 100% = twice DMSO control signal; activation, % at 9 µM; 300,000 compounds, 1.7% hits; AID 504408, 2011;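 active = mean replicate activation of at least 50% with a set share of replicates each reaching 50%; inconclusive = only one of those two conditions met; inactive = mean below 50% and too few replicates reaching it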;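 also: 0% = median of the neutral control wells and 100% = twice that signal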
GSK3 alpha inh: blockers of GSK3A enzyme activity – biochemical, luminescence, cell-free homogeneous, HTS, primary screen. Glycogen synthase kinase-3 alpha (Homo sapiens), P49840. GSK-3 alpha kinase, ADP-Glo luminescence, 60 min. inhibition, % at 10 µM. 320,000 compounds, 0.1% hits;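 in the data active = inhibition above about 50%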;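 also: GST-tagged GSK-3 alpha with peptide substrate and 25 µM ATP; 0% = DMSO neutral wells and 100% = GW8510 positive control wells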
Target sequence (P49840 whole entry, looked up): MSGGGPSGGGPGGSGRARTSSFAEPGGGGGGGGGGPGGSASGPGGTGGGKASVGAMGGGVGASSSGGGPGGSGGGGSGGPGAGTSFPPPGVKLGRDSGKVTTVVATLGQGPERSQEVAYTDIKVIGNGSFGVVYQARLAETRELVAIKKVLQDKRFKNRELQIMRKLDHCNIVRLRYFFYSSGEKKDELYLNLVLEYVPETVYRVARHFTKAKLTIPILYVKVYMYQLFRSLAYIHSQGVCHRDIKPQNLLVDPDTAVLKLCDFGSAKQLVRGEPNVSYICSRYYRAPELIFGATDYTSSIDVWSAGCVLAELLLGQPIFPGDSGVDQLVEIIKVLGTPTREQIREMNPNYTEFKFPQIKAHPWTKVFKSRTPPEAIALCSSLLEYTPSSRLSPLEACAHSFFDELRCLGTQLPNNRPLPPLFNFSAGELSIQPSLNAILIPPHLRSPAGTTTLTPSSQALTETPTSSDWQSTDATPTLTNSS
KLF5 inhibitor: KLF5 expression inhibitors, primary screen, DLD-1 cells, luminescence. inhibition, % at 5 µM. 290,000 compounds, 0.23% hits. DLD-1 KLF5 promoter-luciferase reporter. AID 1700, 2009;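 active = inhibition above a per-plate limit of that plate's mean compound inhibition plus 3 SD, cut at about 60% in these data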;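 also: 0% = DMSO wells and 100% = LY294002 at 200 µM; higher means less KLF5 promoter-driven luciferase light; inactives centre near -14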
aSyn 5UTR inh: MLPCN primary screen, SNCA 5' untranslated region. alpha-synuclein 5'UTR reporter, inhibitor activity. inhibition, % (tested at 7.5 µM). 300,000 compounds, 0.82% hits. AID 1813, 2009; in the data active = inhibition above about 60%; inconclusive = no clear call, values can overlap the other calls;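 also: H4 neuroglioblastoma cells stably carrying SNCA 5'UTR luciferase fusion; 0% = DMSO wells and 100% = positive control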
IEC-6 tox: cytotoxicity in IEC-6 intestinal epithelial cells, primary screen, cytotoxicity control for KLF5 inhibitor project, cell-based, luminescence. IEC-6 cytotoxicity, luminescence viability. 290,000 compounds, 0.78% hits. inhibition, % at 5 µM. AID 1825, 2009; in the data active = inhibition above about 22%;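 also: 0% = plate median of test compound wells and 100% = cytotoxic reference compound wells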
AI-2 QS modul: Vibrio harveyi AI-2 quorum sensing modulators, primary screen, JMH597 strain, luminescence/OD600 ratio; activity change, % at 7.5 µM; 300,000 compounds, 0.4% hits; Vibrio harveyi JMH597 AI-2 luminescence/OD600 ratio, 9 h; hits give low values; strain lacks LuxN and CqsS sensors; 0 = neutral-control median; in the data active = activity change below about -75%, passing the limit was not always enough; inconclusive = no clear call, values can overlap the other calls;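 also: luminescence divided by OD600 gain over 9 h not by final OD600 alone; inactives centre near 13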
HIF activator: HIF pathway transcriptional activators, primary screen, cell-based, U2OS HRE-luciferase, luminescence; U2OS HRE-luciferase reporter; normalized: DMSO 0%, desferrioxamine 100%; activation, % at 7.5 µM (by protocol); 300,000 compounds, 0.32% hits; AID 1910, 2009;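 active = mean activation of at least 10% of the iron chelator positive control signal, with at least half of replicates also reaching 10%; inconclusive = mean and replicate majority disagree about reaching 10%; inactive = mean and most replicates under 10%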
HSF1 inh: HSF1 inhibitors in luciferase reporter cells, primary screen, cell-based, NIH3T3, luminescence; NIH3T3-HGL HSE-luciferase, MG132-induced, luminescence 8 h; hits give low values; activity change, negative = inhibition, % at 7.5 µM (by protocol); 300,000 compounds, 0.77% hits; AID 2098, 2009;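 active = more than half of replicate wells show activity change below -50%, luminescence cut by over half; inconclusive = some wells, but at most half, below -50%; inactive = no replicate well below -50%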;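 also: luciferase reports HSF-1 transcriptional activity via heat shock element; 0% = median of DMSO wells and -100% = zero luminescence signal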
GSK3B inh: human GSK3beta kinase inhibitors, primary screen, biochemical, cell-free homogeneous, HTS; GST-GSK3beta kinase, ADP-Glo luminescence, 60 min; hits give low values; 300,000 compounds, 0.038% hits; activity score (negative = inhibition), % at 10 µM; Glycogen synthase kinase-3 beta (Homo sapiens), P49841; AID 2097, 2009;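 active = more than half of replicate wells score below -50%, meaning over 50% inhibition versus plate controls; inconclusive = some replicates but at most half score below -50%; inactive = no replicate scores below -50%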;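 also: 0% = median DMSO wells and -100% = median GW8510 positive control wells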
Target sequence (P49841 whole entry, looked up): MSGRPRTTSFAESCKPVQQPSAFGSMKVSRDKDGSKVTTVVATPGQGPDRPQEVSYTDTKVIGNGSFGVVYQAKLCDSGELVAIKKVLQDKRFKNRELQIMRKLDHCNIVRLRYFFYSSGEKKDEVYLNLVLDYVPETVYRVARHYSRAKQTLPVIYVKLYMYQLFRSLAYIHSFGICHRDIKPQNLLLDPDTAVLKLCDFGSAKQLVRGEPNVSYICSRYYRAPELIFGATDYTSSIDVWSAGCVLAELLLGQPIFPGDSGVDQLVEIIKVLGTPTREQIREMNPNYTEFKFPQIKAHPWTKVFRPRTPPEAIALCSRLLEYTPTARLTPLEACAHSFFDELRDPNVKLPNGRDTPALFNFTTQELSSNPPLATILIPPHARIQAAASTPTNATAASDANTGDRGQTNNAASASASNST
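test system = GST-tagged human GSK3beta kinase, cell-free | reagent = 25 µM ATP with peptide substrate | dosing = one dose of 10 µM per compound | schedule = 60 min reaction, RT | detection = luminescent ADP-Glo measurement of ADP formed | control set = DMSO neutral wells and GW8510 at 20 µM as positive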
The depositor's hits bear a star; ? = inconclusive; . = not tested or not shown.

1. Cc1ccc(Nc2ccc3nonc3c2[N+](=O)[O-])cc1
2. CN(C)c1nc(OCCNC(=O)Nc2ccccc2)nc(N2CCOCC2)n1
3. COc1ccc(C(CNC(=O)c2oc3cc(C)c(C)cc3c2C)N2CCCCC2)cc1 (centres undefined)
4. CN(CC(=O)Nc1ccc(F)cc1)C(=O)COC(=O)c1ccc(-c2ccccc2)cc1
5. CCOC(=O)c1cc2c(=O)n3ccccc3nc2n(CCCOC)c1=NC(=O)c1ccncc1
6. O=C1c2ccccc2C(=O)N1CCc1csc(-c2cccc(Cl)c2)n1
7. CCCCn1c(CCCNC(=O)CC)nc2ccccc21
8. O=C(OCc1ccc([N+](=O)[O-])cc1)c1cnc(Cl)c(Cl)c1
Compound	1	2	3	4	5	6	7	8
HSP90 refold inh	4	4	-6	.	-3	1	-2	1
HSF1 activator	6	-6	-6	9	23	-51	14	3
GSK3 alpha inh	2	.	1	-4	-2	1	-1	0
KLF5 inhibitor	-31	-3	-1	.	8	8	-33	-18
aSyn 5UTR inh	2	-2	11	-4	15	-1	-5	-10
IEC-6 tox	1	1	1	.	-6	-3	0	2
AI-2 QS modul	15	-6	9	4	32	6	10	20
HIF activator	0.0	-0.1	-0.5	-19	-0.1	-0.2	-0.6	1.4
HSF1 inh	-2	-10	-6	0	5	-33	0	0
GSK3B inh	3	2	2	0	0	2	-6	2

9. CCOC(=O)c1[nH]c2ccccc2c1NC(=O)c1ccc2c(c1)OCO2
10. O=c1cc(CSc2nnnn2-c2ccccc2)nc2sccn12
11. CN1CCN(S(=O)(=O)c2ccc(Sc3nnc(-c4cccs4)n3-c3ccccc3)nc2)CC1
12. COc1ccccc1NC(=O)c1nn(-c2ccc(OC(F)(F)F)cc2)ccc1=O
13. O=C(N/N=C/c1ccc(O)cc1)c1cc[n+](Cc2ccccc2)cc1
14. O=c1oc2ccccc2cc1-c1csc(NN=C2CCCC2)n1
15. CSc1ccc(CNC(=O)C2Cc3cc(S(=O)(=O)N4CCCCC4)ccc3N2C(C)=O)cc1 (centres undefined)
16. Cc1ccc(C(=O)Nc2ccc(C(=O)/C=C/c3cccs3)cc2)cc1
Compound	9	10	11	12	13	14	15	16
HSP90 refold inh	2	1	-4	3	-4	-5	-2	-3
HSF1 activator	9	3	-7	8	27	4	39	19
GSK3 alpha inh	0	0	0	1	-3	-2	1	1
KLF5 inhibitor	9	-59	-2	6	-26	-17	-27	-52
aSyn 5UTR inh	22	-15	-13	-23	26	-41	-15	-201
IEC-6 tox	9	4	-2	0	-3	-4	8	3
AI-2 QS modul	24	-3	34	-3	49	-3	23	16
HIF activator	0.3	-0.2	0.3	-0.4	-4.6	0.8	-0.5	3.3
HSF1 inh	0	-1	5	1	5	0	4	16
GSK3B inh	-1	2	1	0	1	0	-2	4

Arranged by number of heavy atoms (lowest first): three of the compounds above
16. Cc1ccc(C(=O)Nc2ccc(C(=O)/C=C/c3cccs3)cc2)cc1
9. CCOC(=O)c1[nH]c2ccccc2c1NC(=O)c1ccc2c(c1)OCO2
15. CSc1ccc(CNC(=O)C2Cc3cc(S(=O)(=O)N4CCCCC4)ccc3N2C(C)=O)cc1 (centres undefined)
Compound	16	9	15
HSP90 refold inh	-3	2	-2
HSF1 activator	19	9	39
GSK3 alpha inh	1	0	1
KLF5 inhibitor	-52	9	-27
aSyn 5UTR inh	-201	22	-15
IEC-6 tox	3	9	8
AI-2 QS modul	16	24	23
HIF activator	3.3	0.3	-0.5
HSF1 inh	16	0	4
GSK3B inh	4	-1	-2

(more compounds)
17. NS(=O)(=O)c1ccc(NC(=O)/C=C/c2ccccc2Cl)cc1
18. Cc1ccc(CNc2ncc(-c3ccccc3)n2C)o1
19. O=C(Nc1ccc(F)c([N+](=O)[O-])c1)C1CC(=O)N(Cc2ccccc2)C1 (centres undefined)
20. Cc1nnc(SCc2cccs2)[nH]c1=O
21. O=C(CSc1ccccc1)Nc1ccccc1C(=O)O
22. O=C1c2ccccc2C2(c3ccccc3)N1CCN2C(=O)C(Cl)(Cl)Cl (centres undefined)
23. C=C1C(=O)O[C@H]2[C@H]1[C@@H](O)CC(=C)[C@@H]1CC(=O)[C@@H](C)[C@H]21
24. CCOc1ccc(CCNC(=O)CCNC(=O)c2ccc(Br)cc2)cc1OCC
Compound	17	18	19	20	21	22	23	24
HSP90 refold inh	2	0	2	1	2	1	4	0
HSF1 activator	-4	7	-6	-27	4	10	1	6
GSK3 alpha inh	-2	2	-2	0	-2	-2	0	0
KLF5 inhibitor	-7	-10	-11	-8	-44	-55	-17	-4
aSyn 5UTR inh	-22	-43	-22	15	-10	-14	6	5
IEC-6 tox	1	1	2	-2	2	-11	17	-2
AI-2 QS modul	15	18	11	50	22	14	5	50
HIF activator	-0.1	2.9	-1.5	0.3	-0.1	0.1	-0.5	-0.4
HSF1 inh	7	0	-2	-16	5	5	11	0
GSK3B inh	5	1	-2	3	3	-4	-1	2

25. CCN(CC)S(=O)(=O)c1cccc(C(=O)Nc2nc3cc4c(cc3s2)OCCO4)c1
26. CCCc1cc(=O)n2nc(N3CCC(C(=O)N4CCN(c5cccc(OC)c5)CC4)CC3)sc2n1
27. COc1cc2[nH]c(=S)nc(Nc3ccc(NC(C)=O)cc3)c2cc1OC
28. N/C(=N\OC(=O)COc1ccc(Br)cc1Cl)c1ccncc1
29. CC1CCCCC1NC(=O)COC(=O)c1ccccc1NC(=O)c1ccco1 (centres undefined)
30. CCCSc1cc(=O)n(-c2ccccc2)nc1C(=O)O
31. CCOC(=S)SCC(=O)N1CCc2cc(OC)c(OC)cc2C1C1C(=O)CC(C)(C)CC1=O (centres undefined)
32. CCOC(=O)/C=C/c1ccc(C(F)(F)F)cc1S(=O)(=O)NC(C)(C)C
Compound	25	26	27	28	29	30	31	32
HSP90 refold inh	-1	3	-2	-3	-4	2	1	.
HSF1 activator	-10	17	7	.	17	1	?	-11
GSK3 alpha inh	0	-2	.	-2	2	-1	-2	0
KLF5 inhibitor	-6	-32	-13	-128	8	10	-37	.
aSyn 5UTR inh	-57	3	7	.	-17	4	-7	-23
IEC-6 tox	6	1	2	3	-1	-2	-3	.
AI-2 QS modul	13	3	24	.	1	13	20	-8
HIF activator	0.4	-0.4	-0.3	.	0.5	-0.1	-0.2	-0.4
HSF1 inh	5	-3	2	.	10	8	26	-3
GSK3B inh	1	2	0	.	1	-1	0	3

33. O=C(Cn1cnc2c(oc3ccccc32)c1=O)NCc1ccccc1
34. Cc1ccc2nc3c(cc2c1)c(NC(=O)C(C)(C)C)nn3CC(C)C
35. Cc1ccc(C(=O)N/C(=C\c2ccc(F)cc2)C(=O)NCc2ccncc2)cc1
36. CC(Oc1ccccc1F)C(=O)NN (centres undefined)
37. CC(C)c1nnc(NC(=O)CCC(=O)N2CCN(C3c4ccccc4-c4ccccc43)CC2)s1
38. CCN(CC)CCNC(=O)c1ccc(NC(=O)Cc2ccsc2)cc1
39. O=C(NCc1ccccc1Cl)C1CCCO1 (centres undefined)
40. CCc1ccccc1NC(=O)CCOc1ccccc1
Compound	33	34	35	36	37	38	39	40
HSP90 refold inh	1	-2	-1	3	1	0	-3	-2
HSF1 activator	12	7	-7	-9	11	-17	-11	4
GSK3 alpha inh	-1	-1	.	-2	-3	-2	-3	-1
KLF5 inhibitor	-15	-21	-20	1	-25	-18	-10	6
aSyn 5UTR inh	-7	-1	8	-13	9	9	29	10
IEC-6 tox	0	-2	3	1	-4	2	-4	2
AI-2 QS modul	12	9	23	20	27	4	7	25
HIF activator	1.0	-11	-0.1	-0.9	0.1	0.3	0.5	-1.2
HSF1 inh	-5	0	1	0	2	-2	-5	0
GSK3B inh	3	-3	2	-2	1	1	0	0

41. C=CCn1c(CNC(=O)c2ccco2)nnc1SCC(=O)Nc1cccc(F)c1
42. O=C(c1cccc(NS(=O)(=O)c2ccc(F)c(F)c2)c1)N1CCN(Cc2ccccc2)CC1
43. CCOC(=O)C(C(=O)OCC)C1CS(=O)(=O)CC1C(C(=O)OCC)C(=O)OCC (centres undefined)
44. CC(NC(=O)C(=O)N1CCCCC1)C(c1cccs1)N1CCN(c2ccc(F)cc2)CC1 (centres undefined)
45. c1csc(C(c2nnnn2C2CCCC2)N2CCOCC2)c1 (centres undefined)
46. CCC(=O)Nc1ccc(S(=O)(=O)N2CCC(c3nc4ccccc4[nH]3)CC2)cc1
47. O=C(NCCCN1CCOCC1)c1c(F)c(F)c(F)c(F)c1F
Compound	41	42	43	44	45	46	47
HSP90 refold inh	-5	-6	-2	4	1	.	6
HSF1 activator	4	10	10	-16	0	-28	-4
GSK3 alpha inh	-2	-5	0	-3	0	-3	-1
KLF5 inhibitor	0	-8	-33	-23	-8	.	-13
aSyn 5UTR inh	15	15	14	-11	-3	-3	-11
IEC-6 tox	8	-6	4	-2	0	.	2
AI-2 QS modul	1	15	6	11	4	15	12
HIF activator	-0.9	-0.8	0.0	0.0	-0.3	0.0	-0.4
HSF1 inh	-7	1	-3	-2	2	-11	1
GSK3B inh	-1	-3	2	-1	5	3	-1
